HCV core dimer = blocks dimerization of HCV core protein | TR-FRET GST/Flag-core106 dimerization, 1536-well | inhibition, % at 5 µM | actives 0.33% (n = 300,000) | AID 1899;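 active means inhibition above the mean of all tested compounds plus 3 SD, set per screening campaign, cut at about 45% in these data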
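Assay system – GST-tagged and Flag-tagged HCV core protein residues 1-106 · Quantity – core106 proteins, GST 13.5 nM and Flag 17 nM · Benchmarks – unlabelled core106 and no-GST-core106 wells · Read-out basis – percent inhibition of core106 dimerization signal · Detection – time-resolved FRET, ex 340 nm, em 617 and 671 nm · Schedule – 4 h at 22.5 °C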
PP1 counter = blocks human PP1-alpha phosphatase, a PP5 counter-screen | purified PP1alpha, OMFP fluorescence | actives 0.9% (n = 320,000) | P62136 | inhibition, % at 6.7 µM | AID 2235;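 active means inhibition above the mean inhibition of all tested compounds plus 3 SD, computed separately for each screening campaign, cut at about 15% in these data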
Target sequence (P62136 whole entry, looked up): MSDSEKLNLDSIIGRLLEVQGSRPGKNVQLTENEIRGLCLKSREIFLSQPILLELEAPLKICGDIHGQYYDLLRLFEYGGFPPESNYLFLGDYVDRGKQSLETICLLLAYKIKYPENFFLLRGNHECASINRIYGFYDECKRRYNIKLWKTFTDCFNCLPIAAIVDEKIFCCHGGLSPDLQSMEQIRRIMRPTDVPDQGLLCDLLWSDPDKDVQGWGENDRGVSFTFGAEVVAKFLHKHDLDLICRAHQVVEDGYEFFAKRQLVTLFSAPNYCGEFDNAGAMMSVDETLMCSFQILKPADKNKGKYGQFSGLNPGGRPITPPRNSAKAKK
GASC-1 inh = inhibitors of human GASC-1 (JMJD2C) demethylase; inhibition, % at 2.35 µM; Q9H3R0; GST-JMJD2C(1-420) H3K9me3 demethylation, DELFIA europium; actives 0.069% (n = 330,000);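 active means more than half of a compound's replicate wells show inhibition beyond 50%, single wells judged on their own value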;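 further: signal counts dimethyl H3K9 product captured on neutravidin plate; 0% = median of DMSO wells and 100% = 0.3 times that DMSO median; strong numbers were not always called active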
EBNA-1 inh = blocks EBNA-1 binding to DNA | EBNA-1 DNA binding, fluorescence polarization | inhibition, % at 14.8 µM | actives 0.34% (n = 300,000); in the data active means inhibition above about 28%
ZTA counter = blocks Epstein-Barr virus ZTA, an EBNA-1 counter-screen | ZTA-DNA binding, fluorescence polarization | inhibition, % at 11 µM | actives 0.15% (n = 320,000) | AID 2234; in the data active means inhibition above about 33%
Target sequence (P03206 whole entry, looked up): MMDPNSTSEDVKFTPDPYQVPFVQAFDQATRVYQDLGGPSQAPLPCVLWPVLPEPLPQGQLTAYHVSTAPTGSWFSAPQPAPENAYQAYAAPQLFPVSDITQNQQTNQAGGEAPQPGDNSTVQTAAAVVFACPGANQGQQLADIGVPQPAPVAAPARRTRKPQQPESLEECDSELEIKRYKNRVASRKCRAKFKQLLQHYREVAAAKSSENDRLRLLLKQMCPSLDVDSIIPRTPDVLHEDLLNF
TPT1 inh = blocks Candida albicans tRNA 2'-phosphotransferase; recombinant caTPT1, FP RNA substrate dephosphorylation; inhibition, % at 5 µM; actives 0.81% (n = 300,000);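 active means inhibition above the mean of all tested compounds plus 3 SD, set per screening campaign, cut at about 24% in these data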;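 further: plate controls were DMSO alone for no effect and ferristatin control at 100 nM for full effect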
PP5 inh = PP5 (human) phosphatase inhibition | P53041 | purified PP5c, OMFP substrate fluorescence | inhibition, % at 6.7 µM | actives 0.18% (n = 320,000) | AID 1987;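 active means inhibition above the campaign's mean inhibition across all tested compounds plus 3 SD, cut at about 9.5% in these data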;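 further: 0% = DMSO only and 100% = 100 µM cantharidin control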
Target sequence (P53041 whole entry, looked up): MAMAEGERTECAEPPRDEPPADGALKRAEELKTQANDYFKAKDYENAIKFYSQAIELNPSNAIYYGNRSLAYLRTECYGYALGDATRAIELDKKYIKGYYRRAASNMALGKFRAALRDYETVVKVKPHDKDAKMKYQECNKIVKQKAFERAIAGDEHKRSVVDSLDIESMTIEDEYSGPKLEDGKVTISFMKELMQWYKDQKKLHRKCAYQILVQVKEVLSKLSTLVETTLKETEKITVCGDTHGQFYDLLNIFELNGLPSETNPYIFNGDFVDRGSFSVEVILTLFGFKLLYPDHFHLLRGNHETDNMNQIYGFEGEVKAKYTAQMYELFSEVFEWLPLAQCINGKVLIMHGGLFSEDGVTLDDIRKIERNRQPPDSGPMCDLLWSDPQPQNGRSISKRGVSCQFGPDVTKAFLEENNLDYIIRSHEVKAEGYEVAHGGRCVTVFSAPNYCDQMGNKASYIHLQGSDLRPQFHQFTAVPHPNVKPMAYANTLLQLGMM
Yeast superoxide = lowers age-related superoxide in aged yeast cells | S. cerevisiae aged cells, superoxide DHE fluorescence; hits give low values | superoxide response (% of plate mean), % at 10 µM | actives 0.18% (n = 330,000) | AID 2690;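 active means superoxide response under a set limit, about three screen SD below normal, cut at about 65% in these data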;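 further: yeast aged for seven days with compound at 30 °C before DHE staining; 100% = average MFI of all compound-treated wells on the plate with controls excluded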
CTSL1 counter = counter-screen for PFM18AAP inhibitors: inhibitors of F. hepatica cathepsin L1. recombinant F. hepatica cathepsin L1, Z-Leu-Arg-MCA fluorescence. inhibition, % at 5.96 µM. actives 0.49% (n = 300,000). AID 1906;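 active means inhibition above the mean of all tested compounds plus 3 SD, set per screening campaign, cut at about 17% in these data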;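 further: 0% = plate median of test compound wells and 100% = 1 µM Z-Phe-Ala-diazomethylketone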
Active calls of the source: *; i = inactive; / = not tested or not shown.

SMILES	HCV core dimer	PP1 counter	GASC-1 inh	EBNA-1 inh	ZTA counter	TPT1 inh	PP5 inh	Yeast superoxide	CTSL1 counter
Nc1ccc(C(=O)OCc2nc3ccccc3[nH]2)cc1	2	-1	0	-10	-12	1	3.3	91	-3
CN1CCN(C(=O)c2cc(COc3ccc(F)cc3Cl)on2)CC1c1ccccc1 (centres undefined)	5	-4	2	-2	13	-1	1.7	102	1
CCCCCNC(=O)C(C#N)c1nc2ccccc2nc1N1CCCC1 (centres undefined)	3	0	-14	5	1	-55	2.1	103	-3
CC1CCCCC1NC(=O)C1CC=CCC1C(=O)O (centres undefined)	-4	1	-6	-11	-13	3	2.8	110	-1
COC(=O)COC(=O)c1ccc(-n2nnnc2SC)cc1	2	-1	-31	-8	-3	4	1.6	116	-8
CCCCCCCn1c2c(c(=N)c3ccccc31)CCC2	3	-1	1	1	-6	-5	-0.4	98	6
COc1ccc(-c2cc(C(=O)N3CCN(c4ncccn4)CC3)c3ccccc3n2)cc1	/	2	-3	/	-24	/	4.0	95	/
Brc1cc(/C=N/n2cnnc2)oc1Br	-8	-4	-7	-4	-6	-2	-0.1	90	3
Cc1ccccc1C(=O)N1CCN(C(c2ccccc2)c2ccccc2)CC1	9	1	11	-12	-12	2	4.2	92	9
COc1ccc([C@H]2CC(=O)C=C(c3cccc4c3Oc3ccccc3S4)C2)cc1OC	/	4	-3	/	8	/	1.1	82	/
COCCNS(=O)(=O)c1ccc(C)c(C)c1C	-1	-5	6	1	-4	5	2.1	94	0
Cc1ccc2c(c1)NC(C(C)(C)C)CO2 (centres undefined)	-3	3	3	-5	-15	-5	1.4	80	-3
CCn1c(SCC(=O)N2CCCc3ccccc32)nc2c1c(=O)n(C)c(=O)n2C	0	5	-14	-6	-19	1	0.0	77	4
CCOc1nc(C)ccc1-c1noc(C)n1	0	-4	4	10	11	2	-2.0	90	-1
CCCCn1c(N)c(N(CCOC)C(=O)COC(=O)COc2ccc(CC)cc2)c(=O)[nH]c1=O	-4	-2	7	-1	9	-1	0.6	85	-10
CC(/C=N/O)Cc1ccc2c(c1)OCO2 (centres undefined)	2	-7	21	10	10	-2	-0.6	90	-4
COc1ccccc1NC(=O)Cc1csc(NC(=S)Nc2ccccc2)n1	4	15	-1	-7	0	0	1.3	100	4
Cc1cc(=O)n2c(nc3ccccc32)[nH]1	-3	-5	-3	1	12	-1	0.5	148	3
COc1ccccc1-c1nnc(SC(C)C(=O)O)n1-c1ccccc1 (centres undefined)	2	-1	0	3	-8	-4	-0.5	95	-3
O=C(NN1C(=O)C2C3C=CC(O3)C2C1=O)c1ccccc1 (centres undefined)	-6	-1	1	1	-20	-3	-0.5	82	-3
CNC(=S)Nc1cc(C(=O)N2CCCC2)ccc1N1CCCC1	-5	4	-2	-3	13	-1	1.6	97	-2
CC(=O)Nc1ccc(C(C#N)c2ccccc2)cc1 (centres undefined)	3	1	1	-9	-2	-1	3.0	97	-3
CCOC(=O)c1c(NC(=O)CN2C(=O)NC3(CCC(CC)CC3)C2=O)sc(C)c1-c1ccc(C)cc1 (centres undefined)	1	-4	5	-1	-9	1	0.7	113	-2
O=C(CSc1ccc(-c2ccccc2)nn1)NCC1CCCO1 (centres undefined)	0	-1	-28	1	0	2	1.9	106	-1
COc1ccccc1CNC(=O)c1cc(C)nc2ccccc12	5	-3	0	-11	6	-4	-1.8	100	2
O=C(C1CCCN(Cc2ccccc2[N+](=O)[O-])C1)N1CCCCC1 (centres undefined)	6	-1	2	9	7	-5	-0.3	103	-3
O=C(NCc1ccco1)/C(=C/c1ccco1)NC(=O)c1ccc(Br)o1	-1	0	-14	1	-5	0	-0.8	91	17*
Cc1cccc(Cn2cccc2/C=C2/C(=N)N3C=CSC3=NC2=O)c1	5	8	5	0	4	16	1.8	114	0
CC(=O)Oc1ccc(/C=C2/CCc3ccccc3C2=O)cc1	8	3	-5	-10	6	-5	2.2	100	-3
Nc1nonc1C(=O)NCCNCc1cc(Br)ccc1OCc1ccccc1F	0	3	-11	3	0	2	2.4	101	-1
Cc1cccc(C)c1NC(=O)C1C2C=CC(C2)C1C(=O)NCc1ccccn1 (centres undefined)	-4	-2	4	-1	-8	2	-0.8	101	2
COc1ccc(-c2noc(Cc3ccccc3OC)n2)cc1	2	-3	2	5	-2	-4	2.5	103	2
CCc1ccc(C(=O)OCC(=O)c2c(N)n(CC(C)C)c(=O)n(C)c2=O)cc1	5	0	29	-7	3	1	1.3	94	9
CN(C(=O)CC1C(=O)NCCN1Cc1ccccc1F)C1CCOCC1 (centres undefined)	-9	0	-9	-8	-3	-6	4.1	114	-9
O=[N+]([O-])c1ccc(CCNc2cccc3ccccc23)c([N+](=O)[O-])c1	12	25*	-6	-5	6	2	1.3	95	0
O/N=C/c1cn(-c2ccccc2)nn1	-5	-3	43	-8	-20	-7	-4.9	108	14
CCc1ccc(CN(C)CC(=O)Nc2sccc2C#N)cc1	6	-1	13	9	-8	1	1.6	84	-2
CCCCn1c(N)c(N(CCOC)C(=O)c2cccc(S(=O)(=O)N(C)c3ccccc3)c2)c(=O)[nH]c1=O	1	-1	-2	0	-10	-1	2.2	97	4
COC(=O)c1c(NC(C)=O)sc(C(=O)Nc2ccccc2)c1C	3	7	20	-6	-25	-4	-7.6	117	13
CCN(CC)CCN(C(=O)CN1C(=O)c2ccccc2C1=O)c1nc2cc3c(cc2s1)OCO3	-1	-3	35	15	4	0	-0.9	105	0
CSc1n[nH]c(NCc2ccc(C)cc2)n1	-2	-2	-1	7	4	-1	1.4	89	0
COc1ccc(N2C(=O)/C(=C/c3ccc([N+](=O)[O-])cc3)C=C2c2ccccc2)cc1	17	-1	-10	2	6	4	2.0	103	0
Cc1ccc(CNc2nc(C)nc3sc4c(c23)CCC4)cc1	4	2	-1	13	11	7	1.8	89	4
NC(N)=NC(N)=Nc1ccc(O)cc1	5	-2	-24	-14	-4	1	1.0	100	0
O=C1C2CCCN2C(=O)N1CCCCN1CCN(CCO)CC1 (centres undefined)	-8	-1	-1	-2	0	-1	0.8	97	5

Arranged by the number under TPT1 inh (highest first): some entries from above.
mol,HCV core dimer,GASC-1 inh,EBNA-1 inh,TPT1 inh,PP5 inh
O=[N+]([O-])c1ccc(CCNc2cccc3ccccc23)c([N+](=O)[O-])c1,12,-6,-5,2,1.3
CCc1ccc(C(=O)OCC(=O)c2c(N)n(CC(C)C)c(=O)n(C)c2=O)cc1,5,29,-7,1,1.3
O=C1C2CCCN2C(=O)N1CCCCN1CCN(CCO)CC1 (centres undefined),-8,-1,-2,-1,0.8
COC(=O)c1c(NC(C)=O)sc(C(=O)Nc2ccccc2)c1C,3,20,-6,-4,-7.6
CN(C(=O)CC1C(=O)NCCN1Cc1ccccc1F)C1CCOCC1 (centres undefined),-9,-9,-8,-6,4.1

Next entries follow.
SMILES	HCV core dimer	PP1 counter	GASC-1 inh	EBNA-1 inh	ZTA counter	TPT1 inh	PP5 inh	Yeast superoxide	CTSL1 counter
CN(C)/C=C/c1onc(-c2c(F)cccc2Cl)c1C#N	7	-1	-1	2	0	1	1.3	89	3
CCN(CC(=O)NCc1ccc(Cl)cc1)C(=O)C(C)Sc1ccccc1 (centres undefined)	3	1	0	17	4	4	1.1	86	0
CC(C)=CCCC(C)NC(=O)NC1CCCCC1 (centres undefined)	-3	-4	-46	-2	-29	-3	0.4	96	7
CC1CN(C(=O)COC(=O)CSc2ccc(C(N)=O)cc2[N+](=O)[O-])CC(C)O1 (centres undefined)	-4	-3	3	0	-8	-4	-0.1	111	-11
CC(C)Cn1c(N)c(C(=O)COC(=O)c2ccc3ccccc3n2)c(=O)n(C)c1=O	3	1	-15	0	-10	-1	2.0	92	-3
CCOC(=O)C(NCCc1ccccc1F)(NC(=O)CC)C(F)(F)F (centres undefined)	10	-3	-5	3	18	-3	0.3	111	2
Cc1ccc(NC(=O)C(C)Sc2n[nH]c(CNc3ccccc3)n2)cc1 (centres undefined)	3	0	-9	-3	-18	0	-0.6	86	-1
CCCc1cc(=O)n2nc(N3CCC(C(=O)Nc4cccc(C(C)=O)c4)CC3)sc2n1	-7	3	7	-13	0	-4	1.0	103	-4
OCCN1CCN(c2ncnc3ccc(Br)cc23)CC1	2	-6	17	1	11	1	2.4	99	2
Cc1ccc2c(N)c(C(=O)N(c3ccccc3)c3ccccc3)sc2n1	9	3	21	6	1	3	3.1	94	4
O=S(=O)(c1ccc(Cl)cc1)N1CCC2(CC1)CO2	1	-3	-2	-13	-10	1	3.4	115	0
CCOC(=O)N=Nc1c(O)n(CC(=O)OC)c2ccccc12	-7	-6	-27	-3	-14	0	2.8	i	-1
N#Cc1c2n(c3c(=O)n(Cc4ccccc4Cl)cnc13)CCCCC2	13	2	/	-4	5	2	3.7	109	1
Cc1csc(SCC(=O)NC2CCCCC2)n1	-3	-3	1	16	1	1	1.4	102	0
COc1ccc(NS(=O)(=O)c2ccc(O)c(C(=O)OCC(=O)NC(C)C3CC4CCC3C4)c2)cc1 (centres undefined)	3	1	9	-8	0	2	-1.1	110	1
CCOc1cc(/C=N/Nc2nc(C)cc(=O)[nH]2)ccc1O	1	-2	2	-13	2	-2	-0.6	97	5
CCOC(=O)c1c(S(=O)(=O)NCC(=O)NCc2ccc(C)cc2)c(C)n(C)c1C	-1	0	0	-4	6	-5	-1.3	83	-12
c1cnc2ccc(C(c3nnnn3C3CCCCC3)N3CCCCC3)cc2c1 (centres undefined)	7	4	6	-13	0	0	2.4	105	-1
O=C(OCCCN1CCCCC1)c1ccc(O)cc1	1	-2	-6	-2	-7	-5	-2.5	76	-2
COC(=O)c1cc2ccsc2n1Cc1nc(-c2ccc(OC)cc2)oc1C	0	-1	6	4	7	2	2.0	115	1
CS(=O)(=O)c1ccc(C(=O)OC2CCOC2=O)cc1[N+](=O)[O-] (centres undefined)	14	-4	-9	6	14	1	-1.2	107	-1
CCC1SC(CC)C(=O)N(CC(=O)NCc2ccc(F)cc2)C1=O (centres undefined)	0	-1	2	-10	-15	0	-0.7	108	-5
O=C1OCCN1c1c(-c2ccccc2)c(-c2cccs2)nc2c(-c3ccccc3)cccc12	-82	-1	15	12	29	1	4.0	96	2
CC1CCCC(NC(=O)COC(=O)CCSc2ccccc2)C1C (centres undefined)	-3	0	-1	1	-2	0	0.8	86	-45
Cc1ccccc1NC(=O)NCC1CCCO1 (centres undefined)	-5	4	1	-4	11	3	-1.2	89	1
CC(C)CC(=O)N=C1SC2CS(=O)(=O)CC2N1CCc1ccccc1 (centres undefined)	-3	-1	3	-9	-17	-1	1.1	90	0
CCN1C(=O)[C@H]2[C@@H](c3ccc(C)cc3)N3C(=O)N(c4ccc(C)cc4)C(=O)[C@@]3(Cc3ccccc3)[C@H]2C1=O	-5	-2	-2	-6	-3	0	2.5	95	1
CCc1ccccc1NC(=O)C1CCN(C(=O)c2ccc([N+](=O)[O-])cc2)CC1	5	2	7	-1	-8	0	-0.4	128	0
Cc1nc(SCC(=O)O)c(C#N)c2c1CCCC2	-1	-18	-4	5	10	0	2.9	90	4
COc1ccc(/C=N\NS(=O)(=O)c2ccc(Cl)cc2)cc1COc1ccccc1[N+](=O)[O-]	47*	-1	5	11	-5	-1	2.0	109	2

Arranged by length of the SMILES (ascending): 3 of the compounds above.
SMILES	HCV core dimer	PP1 counter	GASC-1 inh	EBNA-1 inh	ZTA counter	TPT1 inh	PP5 inh	Yeast superoxide	CTSL1 counter
NC(N)=NC(N)=Nc1ccc(O)cc1	5	-2	-24	-14	-4	1	1.0	100	0
CCC1SC(CC)C(=O)N(CC(=O)NCc2ccc(F)cc2)C1=O (centres undefined)	0	-1	2	-10	-15	0	-0.7	108	-5
COc1ccc(NS(=O)(=O)c2ccc(O)c(C(=O)OCC(=O)NC(C)C3CC4CCC3C4)c2)cc1 (centres undefined)	3	1	9	-8	0	2	-1.1	110	1

Screening results as filed in PubChem BioAssay.
